Screening results (PubChem BioAssay)
PLCb3 inh: human PLC-beta3 inhibitors, primary screen, biochemical, fluorescence; 1-phosphatidylinositol 4,5-bisphosphate phosphodiesterase beta-3 (Homo sapiens), Q01970; Purified PLC-beta3, fluorogenic substrate; 0.18% of 370,000 active; AID 720704, 2013; inhibition, % at 12.2 µM; in the data active = inhibition above about 11%;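 note: 0% = median of compound wells on plate and 100% = full blocker control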
hgDAF-12 ag: H. glycines DAF-12 receptor agonists, primary screen, cell-based, luminescence, HEK293, GAL4 fusion, UAS-luciferase. Nuclear hormone receptor DAF-12 (Heterodera glycines), GAL4 fusion. AID 687014, 2013. activation, % at 6.8 µM. 1.8% of 370,000 active. HEK293 GAL4-hgDAF12 UAS-luciferase reporter, agonist luminescence; normalized to butyrate control;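 active = activation above a cutoff set at the mean of all screened compounds plus 3 SD, cut at about 10% in these data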;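 note: 0% = DMSO wells and 100% = sodium butyrate wells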
DAX1 inh-1: DAX1 (NR0B1) inhibitors on StAR promoter, primary screen, cell-based, luminescence, SF-1 (NR5A1), full-length DAX-1. inhibition, % at 6.8 µM. 1.1% of 370,000 active. AID 652010, 2013. HEK293T StAR-luciferase reporter, SF-1/DAX-1 repression relief;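 active = inhibition above the mean over all tested compounds plus 3 SD, cut at about 3.6% in these data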;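 note: 0% = DAX-1 cells with DMSO and 100% = cells lacking DAX-1 with DMSO; higher inhibition means more luminescence from relief of DAX-1 repression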
PG9 binder: binders of HIV-1 gp120 antibody PG9, primary screen, biochemical, TR-FRET | TR-FRET gp120-PG9 antibody binding | HIV-1 gp120 / PG9 antibody interaction | 0.43% of 360,000 active | AID 624416, 2012 | inhibition, % at 6.7 µM; in the data active = inhibition above about 8.5%
DAX1 inh-2: DAX1 (NR0B1) inhibitors, primary screen, cell-based, HEK293, Gal4-DAX1, luciferase luminescence. AID 504766, 2011. 0.99% of 340,000 active. inhibition, % at 6.75 µM. HEK293 Gal4-DAX1 luciferase reporter;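 active = inhibition above the mean over all tested compounds plus 3 SD, cut at about 4.2% in these data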;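 note: 0% = DAX1-transfected cells with DMSO and 100% = empty-vector control cells with DMSO; inhibition shows as a rise in luminescence from relieved DAX1 repression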
hcDAF-12 act: H. contortus DAF-12 nuclear receptor activators, primary screen, cell-based, luminescence, HEK293, lit1-tk-luc reporter. activation, % at 6.8 µM. HEK293 hcDAF-12 lit1-tk-luc reporter; 0% DMSO, 100% Δ7-dafachronic acid. AID 652067, 2013. 1.4% of 370,000 active;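 active = activation above the mean of all tested compounds plus 3 SD, cut at about 5.5% in these data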;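 note: 100% = response to 3 µM Δ7-dafachronic acid high control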
SMARCA2 act: SMARCA2 (BRM) function activators, primary screen, cell-based, luminescence, high throughput; activation, % at 9.1 µM; MG213 cells, MMTV-luciferase reporter, dexamethasone, overnight; 1% of 370,000 active; AID 652017, 2013; in the data active = activation above about 7.8%;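 note: 0% = vehicle wells and 100% = reference activator wells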
ssDAF12 agonist: S. stercoralis DAF-12 nuclear receptor activators, primary screen, cell-based, luminescence, HEK293, GRIP1 co-expression, lit1-tk-luc | Nuclear hormone receptor DAF-12 (Strongyloides stercoralis) | activation, % at 6.8 µM | 1% of 370,000 active | AID 652126, 2013 | HEK293 ssDAF-12/GRIP1 lit1-tk-luc reporter; % of 3 µM dafachronic acid response;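 active = activation above the mean over all tested compounds plus 3 SD, cut at about 0.9% in these data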;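 note: 0% = DMSO-only wells and 100% = 3 µM delta7-dafachronic acid wells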
HGIII-sPLA2 inh: human group III sPLA2 inhibitors, primary screen, biochemical, QFRET, BODIPY PC-A2 liposome substrate; Group 3 secretory phospholipase A2 (Homo sapiens), Q9NZ20; QFRET BODIPY PC-A2 liposome hydrolysis, fluorescence; 0.56% of 370,000 active; inhibition, % at 12.2 µM;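 active = inhibition above mean plus 3 SD of compounds lying within the high and low control bounds, cut at about 19% in these data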;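 note: 0% = median of test compound wells and 100% = no enzyme DMSO wells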
Target sequence (Q9NZ20 whole entry, looked up): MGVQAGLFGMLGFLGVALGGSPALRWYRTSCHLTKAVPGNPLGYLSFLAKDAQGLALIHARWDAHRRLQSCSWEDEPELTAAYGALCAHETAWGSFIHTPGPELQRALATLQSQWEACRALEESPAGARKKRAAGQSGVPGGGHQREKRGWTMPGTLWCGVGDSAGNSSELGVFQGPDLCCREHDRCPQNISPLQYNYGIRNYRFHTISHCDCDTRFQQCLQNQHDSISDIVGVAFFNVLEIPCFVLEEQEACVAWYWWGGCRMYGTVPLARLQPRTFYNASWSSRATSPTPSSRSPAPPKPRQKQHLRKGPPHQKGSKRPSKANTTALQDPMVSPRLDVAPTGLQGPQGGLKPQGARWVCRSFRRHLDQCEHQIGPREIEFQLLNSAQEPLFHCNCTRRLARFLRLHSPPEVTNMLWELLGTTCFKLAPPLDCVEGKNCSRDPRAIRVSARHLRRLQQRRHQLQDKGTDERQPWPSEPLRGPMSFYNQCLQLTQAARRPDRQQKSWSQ
NR1D1 modulator: modulators of Rev-erb alpha DNA binding, primary screen, biochemical, FITC-DNA, fluorescence polarization, uHTS | activity, % at 10 µM | Rev-erbα–FITC-DNA binding, 90 min | 0.79% of 370,000 active | AID 1259318, 2017 | Nuclear receptor subfamily 1 group D member 1 (Homo sapiens), P20393;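 active = activity above about 14%, limit read from the data; passing the limit was not always enough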;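 note: 0% = DMSO wells with 35 nM protein and 100% = DMSO wells with 750 nM protein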
Target sequence (P20393 whole entry, looked up): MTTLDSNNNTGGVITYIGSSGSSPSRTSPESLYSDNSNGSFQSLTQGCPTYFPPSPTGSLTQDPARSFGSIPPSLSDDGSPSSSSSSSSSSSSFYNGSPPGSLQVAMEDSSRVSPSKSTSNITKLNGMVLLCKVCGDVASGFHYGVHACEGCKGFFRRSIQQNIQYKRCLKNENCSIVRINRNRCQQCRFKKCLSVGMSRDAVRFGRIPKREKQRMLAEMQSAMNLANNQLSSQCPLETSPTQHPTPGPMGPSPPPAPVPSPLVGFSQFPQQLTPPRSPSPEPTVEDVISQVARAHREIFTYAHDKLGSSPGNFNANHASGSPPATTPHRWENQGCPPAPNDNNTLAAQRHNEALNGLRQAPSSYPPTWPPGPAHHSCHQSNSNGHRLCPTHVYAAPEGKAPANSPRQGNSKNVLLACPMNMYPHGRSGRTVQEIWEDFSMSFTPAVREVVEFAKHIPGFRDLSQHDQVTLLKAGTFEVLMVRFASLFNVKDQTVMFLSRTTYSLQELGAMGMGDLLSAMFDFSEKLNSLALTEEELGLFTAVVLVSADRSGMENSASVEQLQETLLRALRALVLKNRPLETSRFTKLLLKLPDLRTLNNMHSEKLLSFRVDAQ
GAA850 FXN act: FXN promoter activators, primary screen, cell-based, luciferase luminescence, HEK293 lucGAA850. HEK293 lucGAA850 FXN promoter luciferase reporter, 24 h; percent of 10 µM SAHA response. activation, % at 6 µM. 0.56% of 360,000 active. AID 540364, 2011;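 active = activation above the average of all compounds screened plus 3 SD, cutoff fixed separately per campaign, cut at about 7.5% in these data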;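 note: 0% = DMSO wells and 100% = 10 µM SAHA wells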
The depositor's hits bear a star; · = no result given.

SMILES	PLCb3 inh	hgDAF-12 ag	DAX1 inh-1	PG9 binder	DAX1 inh-2	hcDAF-12 act	SMARCA2 act	ssDAF12 agonist	HGIII-sPLA2 inh	NR1D1 modulator	GAA850 FXN act
Cc1ccc(NC(=S)N2CCN(S(=O)(=O)c3ccc(F)cc3)CC2)cc1	-8	1.1	-0.1	-0.6	1.2	0.5	-1	-1.4	5	-4	0.9
NS(=O)(=O)c1ccc(CNC(=O)/C=C/c2cccc(Cl)c2)cc1	0	1.3	-0.6	0.0	-0.7	0.6	-2	-1.5	-3	-6	1.2
CCCC(=O)N1CCC1(C)C(=O)NS(=O)(=O)c1cccc(C)c1 (stereo not given)	2	3.2	0.2	1.3	·	0.5	6	-0.7	-4	2	2.2
Cc1ccc(C(=O)COc2ncnc3cc(Cl)ccc23)cc1	0	-2.2	0.2	-0.4	·	-0.2	-2	-1.3	-8	3	4.4
COc1ccc(OCCCC(=O)Nc2cc(Cl)ccc2-n2cncn2)cc1	-6	1.1	0.8	-2.4	-0.5	1.8	0	-0.6	-8	0	-1.7
COc1cc(/C=N/NC(=O)c2cccnc2)cc2c1OCO2	-36	0.7	4.1*	-2.9	0.2	1.2	0	-1.7	7	2	-0.5
Cc1ccc(C)c(NC(=S)N2CCN(c3ccccn3)CC2)c1	-6	-2.1	-0.2	0.1	0.7	-2.2	-2	-1.9	5	-6	-0.7
CCC(=O)c1ccc(OCC(=O)OCC(=O)N2c3ccccc3NC(=O)C2(C)C)cc1	-3	0.2	1.1	-3.5	0.6	3.0	2	-1.1	2	-4	0.6
Cc1ccc(C2(C)NC(=O)N(CC(=O)N3CCN(C(=O)c4cccs4)CC3)C2=O)cc1 (stereo not given)	-8	-1.9	-2.2	-0.2	0.3	-0.1	2	-1.3	1	-10	-0.1
CC(=O)N(CC1CCCO1)C1(C(=O)NC2CCCC2)CCCCC1 (stereo not given)	3	0.3	0.2	-0.1	-0.2	-0.7	1	-0.8	4	-3	-0.4
CCCCNS(=O)(=O)CC1NCCc2ccccc21 (stereo not given)	4	1.7	-2.2	·	·	0.2	-2	-0.7	7	-4	·
COc1cccc(NC(=O)CN(C)C(=O)c2ccc(N3CCCCC3)c([N+](=O)[O-])c2)c1	-5	-1.0	-1.8	-2.8	-1.3	0.2	-1	-1.1	0	13	0.3
CS(=O)(=O)N(CC(=O)N1CCOCC1)c1ccc(Cl)cc1	-3	-0.2	-0.5	-0.4	0.4	6.0*	3	0.3	-2	3	0.4
O=C(CCCCCNC(=O)N1CCn2c1nc1ccccc12)N[C@@H](Cc1ccccc1)C(=O)O	2	1.5	0.7	0.3	4.5*	-0.1	0	-0.3	8	-3	0.1
O=C1NC[C@H](c2ccccc2)OC(=O)[C@H](Cc2ccc(F)cc2)CC/C=C/C[C@H]1CC(=O)N(CCO)Cc1ccccc1	6	-6.7	-1.5	-0.3	-2.3	-2.7	-2	-1.2	-31	-6	-3.7
COc1ccc(/C=C(/C#N)C(=O)Nc2cc(C)ccc2C)cc1C(=O)O	0	1.3	0.0	0.8	0.1	-1.8	2	-0.9	-1	0	3.2
CCCN(CCC)CC(O)COc1ccc2c(c1)OCO2 (stereo not given)	-7	-0.8	-0.4	-0.8	0.7	-1.5	0	-1.8	7	-1	-2.2
CCC(c1nnnn1C1CCCCC1)N1CCN(C(=O)c2ccco2)CC1 (stereo not given)	-13	-3.0	-0.1	0.6	1.6	-0.5	-4	-0.9	7	5	-0.3
CC(=O)OC1CCC2(C)C3=CCC4(C)C(C(C)=O)=CCC4C3CCC2C1 (stereo not given)	-1	-5.0	1.3	0.6	0.5	-0.8	-2	-0.9	13	-4	0.6
Cc1ccc(NC(=O)N(C2CCCCC2)C(C)c2cccnc2)cc1C (stereo not given)	-1	0.2	0.9	0.2	-0.1	-0.8	-2	-1.2	-3	6	1.2
CCCc1ccc(OCC(=O)NNC(=S)NC(=O)c2ccco2)cc1	-3	-0.8	-0.9	2.1	0.3	-1.3	0	-0.8	10	2	0.8
COc1ccc(/C=N/Nc2nnc(Cc3ccc(OC)c(OC)c3)c(=O)[nH]2)cc1	9	-1.8	0.2	1.1	-0.6	-1.5	-3	-1.7	4	1	1.8
COc1ccc(/C=N/N=C(\N)c2nonc2N)cc1	1	16*	8.7*	0.5	-2.0	12*	4	0.5	9	-8	1.3
CCN1C(C)=C(C)S/C1=C1\SC(=S)N(NC(C)=O)C1=O	-4	0.0	-0.3	-12	1.2	-0.5	2	-0.8	2	·	-0.8

Of the compounds above, 2 contain two or more sulfur atoms:
SMILES	PLCb3 inh	hgDAF-12 ag	DAX1 inh-1	PG9 binder	DAX1 inh-2	hcDAF-12 act	SMARCA2 act	ssDAF12 agonist	HGIII-sPLA2 inh	NR1D1 modulator	GAA850 FXN act
Cc1ccc(NC(=S)N2CCN(S(=O)(=O)c3ccc(F)cc3)CC2)cc1	-8	1.1	-0.1	-0.6	1.2	0.5	-1	-1.4	5	-4	0.9
CCN1C(C)=C(C)S/C1=C1\SC(=S)N(NC(C)=O)C1=O	-4	0.0	-0.3	-12	1.2	-0.5	2	-0.8	2	·	-0.8

Carrying on.
SMILES	PLCb3 inh	hgDAF-12 ag	DAX1 inh-1	PG9 binder	DAX1 inh-2	hcDAF-12 act	SMARCA2 act	ssDAF12 agonist	HGIII-sPLA2 inh	NR1D1 modulator	GAA850 FXN act
COc1ccc(NC(=O)C2C3C=CC(C3)C2C(=O)NCc2ccco2)c(OC)c1 (stereo not given)	1	1.3	0.2	-2.4	5.9*	-1.1	1	-1.0	-4	-4	1.0
COC(=O)C[C@@H]1CC[C@H]2[C@@H](COc3ccc(NS(=O)(=O)c4ccccc4F)cc3C(=O)N2C)O1	4	-1.0	-0.4	·	·	0.1	0	-0.8	-30	-7	·
Cc1ccc(Oc2ncccc2NC(=O)CC2(CC(=O)O)CCCC2)c2c1CCC2	-8	0.7	0.2	1.7	1.1	-0.4	-3	-0.9	-4	-3	0.8
O=C(Nc1nn(Cc2ccc(Cl)cc2)cc1Br)c1ccc(COc2ccccc2Cl)o1	-1	0.5	-1.4	-1.8	-1.3	-2.2	-2	-1.9	-15	6	-2.0
Cn1c(=O)[nH]c(=O)c2c1nc(N1CCCCCC1)n2CCSc1nc2ccccc2[nH]1	1	-8.0	-1.1	-0.1	-0.9	-3.8	-3	-2.1	-3	-4	-10
CC(=O)N1CCCc2cc(S(=O)(=O)N3CCCC(C(=O)NCc4ccc(Cl)cc4)C3)ccc21 (stereo not given)	-12	-3.3	-0.6	0.7	-0.8	-4.7	-2	-2.0	-11	4	-1.6
O=C(COC(=O)Cc1cccs1)NCC(=O)Nc1ccc(F)cc1	-8	3.0	1.9	2.4	-0.3	0.4	2	-0.4	2	-5	1.0
O=C(CCc1nnc(COc2ccccc2)o1)NCc1ccccc1	-2	-1.7	0.3	-1.7	0.4	-0.3	-1	-1.0	0	-4	0.6
CCCCC(=O)N(c1ccc(C)c(C)c1)C1C=CS(=O)(=O)C1 (stereo not given)	0	-1.8	0.1	0.7	0.4	0.1	-1	-1.4	-1	1	2.6
CC(C)CC(NC(=O)/C(=C\c1ccco1)NC(=O)c1ccco1)C(=O)O (stereo not given)	-17	0.1	0.1	0.5	2.2	0.2	4	-0.6	-2	-9	0.4
COC(=O)[C@]12C[C@H](CC(=O)N3CCCCC3)C(=O)N(Cc3ccc4c(c3)OCO4)C1=C[C@H](C(C)C)O[C@@H]2C1CC1	4	-0.3	-1.0	·	·	-1.6	1	-1.6	11	1	·
CCCCC[C@H](C)N1C[C@H](COCc2ccccc2)Oc2cc(N3CCC[C@@H]3COC)ccc2S1(=O)=O	1	0.7	5.4*	-1.5	·	1.1	-4	-1.4	2	5	·
CC(=O)NCCC(=O)Nc1cc(S(=O)(=O)N2CCCCC2)ccc1N1CCN(C)CC1	-7	0.7	0.9	0.6	-0.7	-0.9	0	-0.8	6	3	0.5
CSc1ccc(C(O)c2ncc(-c3ccc(F)cc3)[nH]2)cc1 (stereo not given)	6	-0.8	-0.1	1.5	·	-0.6	-4	-1.1	6	1	-0.8
CCOc1ccccc1N1CCN(C(=O)c2ccccc2OCc2c(C)noc2C)CC1	-9	-2.5	0.2	-1.1	-0.4	-1.8	-3	-1.4	12	7	1.9
COc1cccc2cc(-c3nnc(SCC(=O)Nc4ccc(NC(C)=O)cc4)n3C)oc12	-6	-6.7	-0.8	0.1	-1.6	-2.6	-2	-1.7	2	-1	-0.4
CCCCc1nc(Cl)c(C#N)c2c1CCCC2	-2	-0.2	0.3	-0.2	1.0	-1.4	-2	-1.2	8	8	2.5
NC(=O)c1cc(NC(=O)CCCc2nc3ccccc3s2)cc(C(N)=O)c1	-6	-0.1	0.5	0.2	0.8	1.4	0	-1.0	-2	2	-0.1
CC(NC(=O)COC(=O)c1c[nH]c2ccccc12)c1ccccc1 (stereo not given)	-1	-2.9	-1.1	0.4	-1.0	-1.9	-1	-0.6	-1	-2	-3.3
Cc1cccc(OC(=O)c2sc(Cl)nc2C)c1	3	1.3	-0.9	-1.5	0.7	-0.5	3	-1.4	7	1	3.6
O=C1CCCN1CCC(=O)N1CCCC(N2CCN(c3ccccc3F)CC2)C1 (stereo not given)	-12	0.9	-0.6	0.0	0.4	0.5	-3	-1.5	11	-6	-1.2
COc1ccc(NC(=O)c2cc3c(=O)n(C)c4ccccc4c3s2)cc1OC	0	1.2	-0.2	-1.7	0.4	-0.7	-2	-0.1	1	-21	0.9
CN(C(=O)c1ccccc1Br)C1CCS(=O)(=O)C1 (stereo not given)	-3	-0.1	-0.1	0.5	0.2	-0.3	-1	-0.9	10	-1	-0.9
Cc1cc(C)c2c(c1)c1nnc(SCCN3CCOCC3)nc1n2C	-7	2.4	0.3	-1.1	1.5	4.3	-3	0.6	8	5	1.2
COc1ccc2nc(Nc3nc4ccc(NC(C)=O)cc4s3)sc2c1	-23	2.8	-0.3	-0.4	-0.7	-0.4	0	-0.5	1	-1	3.5
CCC(=O)N1CCN(c2ccc(NC(=O)c3cc4ccccc4o3)cc2Cl)CC1	-22	-12	-4.3	-1.9	-4.3	-5.1	-2	-2.6	-7	8	-7.7
CSc1ccc(Cc2ccc(Cl)cc2Cl)nn1	6	3.5	0.5	0.3	4.3*	0.4	0	-0.6	-7	1	1.1
COc1ccccc1Cn1c(=S)[nH]c2cc(C(=O)NCC(OC)OC)ccc2c1=O	-1	1.2	0.0	-0.1	0.4	-1.7	-3	-1.5	0	2	-0.3
